# Dengue-2 NS5 capping – Dengue-2 NS5 methyltransferase inhibitors, primary screen, biochemical, confirmation dose response (AID 588689). Dengue-2 NS5 methyltransferase capping enzyme assay, biochemical; higher % means a stronger effect. inhibition, % at 25 µM, or IC50 in µM where a hit was titrated. hit rate 0.3% among 340,000; in the data active = a potency from the dose series
# MgcRacGAP inhibition – MgcRacGAP GTPase-activating activity inhibitors, confirmation, biochemical, ADP Hunter fluorescence; AID 624330; hit rate 0.6% among 340,000; inhibition, % at 30 µM; hits with a dose series show IC50 in µM; MgcRacGAP-stimulated Rac1 GTP hydrolysis, ADP Hunter fluorescence; higher % means a stronger effect; GST-tagged Rac1 F28L mutant substrate;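 active = first-screen hits whose inhibition reached a set limit at any dose in the follow-up dose series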;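 also: fluorescence reports GDP produced by GAP-driven GTP hydrolysis; strong numbers were not always called active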
# UTI89 phage lysis – protection from phage-mediated lysis, alamar blue read-out – E. coli UTI89, K1F phage, bacterial capsule biogenesis inhibitors (AID 488966); E. coli UTI89 K1F phage lysis, alamar blue, 2 h; higher % means a stronger effect; inhibition, % at 100 µM, or IC50 in µM where a hit was titrated; hit rate 0.02% among 340,000;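 active = phage lysis inhibition, versus mean bacterial control, above a set limit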;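 also: capsule biogenesis inhibitors block K1F phage lysis so surviving cells raise fluorescence; higher fluorescence means more inhibition of phage lysis; actives were called in the ten point dose series up to 300 µM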
# Dengue-2 NS5 capping pilot replicate – also measured in Dengue-2 NS5 capping; calls as there; inhibition, %; measured here: pilot screen replicate inhibition
# Numbers without * were called inactive; [ ] = dose if it differs, or a comment. This is a subset; the hit share may differ from the screen's.
SMILES,Dengue-2 NS5 capping,MgcRacGAP inhibition,UTI89 phage lysis,others
O=C1N[C@H](Cc2ccccc2)COC(=O)[C@H](Cc2ccc(F)cc2)C/C=C\C[C@H]1CC(=O)N(CCO)Cc1ccccc1,-3%,6%,1.1%,
CCN(CC)S(=O)(=O)c1ccc(N2CCCC2)c(NC(=O)c2ccc([N+](=O)[O-])o2)c1,-6%,4%,-3.4%,
Oc1ccc(C[C@H]2CNC(=S)N2CC2CCCN2C[C@H](Cc2ccccc2)N2C[C@H](Cc3ccc(O)cc3)N(CCc3ccccc3)C2=S)cc1 (stereo not given in full),-10%,2%,0.3%,
S=C(NCc1ccccc1)C(=S)NCc1ccccc1,5%,6%,-0.8%,
CC1CCc2sc(C(=O)NCC3CCCO3)cc2C1 (stereo not given),-2%,4%,2.3%[50 µM],
CCOC(=O)[C@H]1[C@H]2COc3ccc(Br)cc3[C@@H]2N2C(=O)[C@H](C)NC(=O)[C@@]12C,3%,10%,0.7%,
O=C1N(c2ccccc2)C(c2ccccc2)C12CCCCC2 (stereo not given),2%,3%,0.2%,Dengue-2 NS5 capping pilot replicate=3.9
Cc1cc(C)cc(OCC(=O)OCC(=O)Nc2cc(S(=O)(=O)N3CCOCC3)ccc2Cl)c1,0%,3%,0.2%[50 µM],
Cc1ccc(S(=O)(=O)N(C)C)cc1NC(=O)C(C)OC(=O)c1cc[n+]([O-])cc1 (stereo not given),-6%,2%,0.9%[50 µM],
CN(C)C(CNC(=O)c1cc(S(=O)(=O)N(C)c2ccc(F)cc2)ccc1Cl)c1cccs1 (stereo not given),-1%,0%,0.1%[50 µM],
CCCCn1cnc2c(SCc3ccccc3Cl)nc(N)nc21,-12%,0%,-1.9%,
CC[C@]12c3[nH]c4cc(CCC(=O)N(C)C)ccc4c3CCN1C(=O)[C@@H](CC(=O)NCCN1CCOCC1)C[C@@H]2C(=O)N1CCN(C(=O)c2ccco2)CC1,-5%,6%,0.1%,Dengue-2 NS5 capping pilot replicate=-3.6
O=C(Cc1ccc(Cl)cc1)c1ccccc1,-16%,-1%,-3.9%,
O=C(O)CC(CC(=O)O)n1cccc1,-3%,2%,-0.2%,
COc1cccc(CN(C)C(=O)CCN=C2NS(=O)(=O)c3ccccc32)c1,-8%,3%,-0.2%[50 µM],
O=C(COC(=O)c1cccnc1Cl)c1ccc(Cl)s1,-3%,7%,0.8%[50 µM],
O=C(CSc1nc2ccccc2c(=O)n1-c1ccccc1F)NC1CC1,2%,-2%,1.4%,
Cc1noc(C)c1C(=O)Nc1nc2ccccc2s1,1%,-1%,1.2%[50 µM],
O=C1CSc2ccc(C(=O)NCc3ccccn3)cc2N1,-4%,1%,0.8%[50 µM],
Cc1ccc(S(=O)(=O)N2CCN(CC(O)CN3CCOCC3)CC2)cc1 (stereo not given),0%,6%,1.8%[50 µM],
O=C(NC1CCCCC1)c1cccc(N2C(=O)CCC2=O)c1,-4%,4%,-0.9%,
CC(=O)OCC1CC(COC(C)=O)C(COC(C)=O)CC1COC(C)=O (stereo not given),2%,-5%,8.8%,
C=CCC[C@H](Cc1ccc(F)cc1)C(=O)OC[C@@H](Cc1c[nH]c2ccccc12)NC(=O)[C@@H](CC=C)CC(=O)N[C@H](CO)Cc1ccccc1,-3%,14%,3.2%,
COc1ccc(S(=O)(=O)N2CCCCC2)cc1NC(=O)C1CC(=O)N(Cc2ccco2)C1 (stereo not given),-7%,-11%,2.5%,
Cc1cc(C(=O)N/N=C2\CCCC(=O)C2)c(C)o1,-3%,5%,0.7%[50 µM],
# (more compounds)
SMILES,Dengue-2 NS5 capping,MgcRacGAP inhibition,UTI89 phage lysis,others
O=C(CC(c1ccccc1)C1CCCCC1=O)c1ccccc1 (stereo not given),-6%,-2%,-2.0%,
Cc1cnc(C(=O)N2CCN(S(=O)(=O)c3cccc(Br)c3)CC2)cn1,-13%,1%,0.1%,
COc1ccc(NC(=O)COC(=O)C2CCN(C(=O)c3ccc(Cl)cc3)CC2)c([N+](=O)[O-])c1,8%,3%,0.5%,
CC1(C)C(=O)Nc2ccccc2N1C(=O)COC(=O)c1cc(S(C)(=O)=O)ccc1Cl,-5%,2%,1.1%[50 µM],
CN(C)S(=O)(=O)c1cccc(NC(=O)C2CCN(S(=O)(=O)c3cccs3)CC2)c1,5%,0%,-1.5%,
Cc1cc(NC(=O)c2ccc(-c3ccccc3[N+](=O)[O-])o2)no1,-2%,8%,0.6%[50 µM],
Cc1noc(C)c1S(=O)(=O)N(C)C[C@H]1Oc2ccc(NC(=O)NC3CCCCC3)cc2C(=O)N([C@H](C)CO)C[C@@H]1C,-6%,-6%,-1.7%,
NC(=Nc1ccccc1)N(c1ccccc1)c1ccccc1,-2%,3%,-2.0%,
O=C(NC1CCC(O)CC1)c1ccc(Br)o1 (stereo not given),-4%,-7%,2.1%,
O=C(COc1cccc(Br)c1)Nc1ccc(N2CCOCC2)cc1N1CCOCC1,-2%,1%,0.6%[50 µM],
CC(C)(C)C1CCC(CN2C(Nc3ccccc3)=NC[C@@H]2Cc2ccccc2)CC1 (stereo not given in full),-5%,0%,-2.1%,
COc1ccc(-c2cc(CCC(=O)N3CCN(c4cc(C)ccc4C)CC3)on2)cc1,1%,9%,0.3%,Dengue-2 NS5 capping pilot replicate=0.9
O=C(NCC(c1ccco1)N1CCCC1)c1cc(=O)[nH]c2ccccc12 (stereo not given),8%,0%,0.7%[50 µM],
CN(c1ccccc1)S(=O)(=O)CS(=O)(=O)N(C)c1ccccc1,-2%,8%,0.6%,
CCCCN(C(=O)c1cc(S(=O)(=O)N2CCCCC2)ccc1Cl)c1c(N)n(CC(C)C)c(=O)[nH]c1=O,5%,10%,0.7%[50 µM],
CCN(C(=O)CSc1n[nH]c(N)n1)c1cccc2ccccc12,4%,6%,0.6%[50 µM],
O=C(CC(C(=O)c1ccccc1)c1ccccc1)c1ccccc1 (stereo not given),6%,-1%,-2.8%,
CC1CC(=O)Nc2ccccc2N1C(=O)CSc1ccc2ccccc2n1 (stereo not given),-2%,2%,0.5%[50 µM],
CC(=O)NCc1ccc(C(=O)CN2C(=O)NC3(CCCCC3C)C2=O)s1 (stereo not given),-8%,4%,1.7%[50 µM],
CC(C)NC(=O)C1(N2C(=O)c3ccccc3C2=O)CCCC1,8%,4%,0.3%,
COc1cc(CC(=O)OCC(=O)NC(C)c2ccccc2)cc(OC)c1OC (stereo not given),-11%,1%,0.3%[50 µM],
O=C(NCc1cccc(OC(F)(F)F)c1)c1cccc2c1C(=O)c1ccc(-c3ccc(F)cc3OCc3ccccc3)cc1S2(=O)=O,-2%,13%,0.8%,
CN(C(=O)c1cccc(NC(=O)Cc2ccc(NC(=O)C3CCN(C(=O)C4CCCC4)CC3)cc2)c1)C1CC1,1%,3%,0.2%,
CC1CCN(C(=O)c2ccc(CNS(=O)(=O)c3ccc(C(C)(C)C)cc3)cc2)CC1,-10%,6%,-0.7%[50 µM],
CC[C@]12c3[nH]c4ccccc4c3CCN1C(=O)C(CC(=O)NCc1cccc(C(F)(F)F)c1)C[C@@H]2C(=O)N1CCN(C(=O)C2CC2)CC1 (stereo not given in full),-5%,4%,-0.1%,Dengue-2 NS5 capping pilot replicate=2.8

# 3 structures out of the list, sorted by molecular weight, highest first:
SMILES,Dengue-2 NS5 capping,MgcRacGAP inhibition,UTI89 phage lysis,others
Oc1ccc(C[C@H]2CNC(=S)N2CC2CCCN2C[C@H](Cc2ccccc2)N2C[C@H](Cc3ccc(O)cc3)N(CCc3ccccc3)C2=S)cc1 (stereo not given in full),-10%,2%,0.3%,
CC1CCN(C(=O)c2ccc(CNS(=O)(=O)c3ccc(C(C)(C)C)cc3)cc2)CC1,-10%,6%,-0.7%[50 µM],
CC(=O)NCc1ccc(C(=O)CN2C(=O)NC3(CCCCC3C)C2=O)s1 (stereo not given),-8%,4%,1.7%[50 µM],

# A section from the list above, as a working copy:
SMILES,Dengue-2 NS5 capping,MgcRacGAP inhibition,UTI89 phage lysis,others
CCOC(=O)[C@H]1[C@H]2COc3ccc(Br)cc3[C@@H]2N2C(=O)[C@H](C)NC(=O)[C@@]12C,3%,10%,0.7%,
O=C1N(c2ccccc2)C(c2ccccc2)C12CCCCC2 (stereo not given),2%,3%,0.2%,Dengue-2 NS5 capping pilot replicate=3.9
Cc1cc(C)cc(OCC(=O)OCC(=O)Nc2cc(S(=O)(=O)N3CCOCC3)ccc2Cl)c1,0%,3%,0.2%[50 µM],
Cc1ccc(S(=O)(=O)N(C)C)cc1NC(=O)C(C)OC(=O)c1cc[n+]([O-])cc1 (stereo not given),-6%,2%,0.9%[50 µM],
CN(C)C(CNC(=O)c1cc(S(=O)(=O)N(C)c2ccc(F)cc2)ccc1Cl)c1cccs1 (stereo not given),-1%,0%,0.1%[50 µM],
CCCCn1cnc2c(SCc3ccccc3Cl)nc(N)nc21,-12%,0%,-1.9%,
CC[C@]12c3[nH]c4cc(CCC(=O)N(C)C)ccc4c3CCN1C(=O)[C@@H](CC(=O)NCCN1CCOCC1)C[C@@H]2C(=O)N1CCN(C(=O)c2ccco2)CC1,-5%,6%,0.1%,Dengue-2 NS5 capping pilot replicate=-3.6
O=C(Cc1ccc(Cl)cc1)c1ccccc1,-16%,-1%,-3.9%,
O=C(O)CC(CC(=O)O)n1cccc1,-3%,2%,-0.2%,
COc1cccc(CN(C)C(=O)CCN=C2NS(=O)(=O)c3ccccc32)c1,-8%,3%,-0.2%[50 µM],
O=C(COC(=O)c1cccnc1Cl)c1ccc(Cl)s1,-3%,7%,0.8%[50 µM],
O=C(CSc1nc2ccccc2c(=O)n1-c1ccccc1F)NC1CC1,2%,-2%,1.4%,
Cc1noc(C)c1C(=O)Nc1nc2ccccc2s1,1%,-1%,1.2%[50 µM],
O=C1CSc2ccc(C(=O)NCc3ccccn3)cc2N1,-4%,1%,0.8%[50 µM],

# Following part
SMILES,Dengue-2 NS5 capping,MgcRacGAP inhibition,UTI89 phage lysis,others
O=C(COc1ccccc1O)NC1CCCC1,-4%,0%,1.1%[50 µM],
Cc1ccc(S(=O)(=O)N2CCN(C(=O)CN(Cc3ccco3)Cc3cccs3)CC2)cc1,-7%,3%,0.5%,
Cc1ccc(S(=O)(=O)N2C[C@@H]3[C@H]4CC[C@H](C4)[C@@H]3[C@@H](C)[C@@H]2c2ccco2)cc1,-2%,3%,0.2%,Dengue-2 NS5 capping pilot replicate=1.8
CSc1ncccc1C(=O)OCC(=O)N1CCN(C(=O)c2ccco2)CC1,6%,-3%,0.2%[50 µM],
CCOc1ccc(S(=O)(=O)NN=C(C)c2cccnc2)cc1,-2%,-1%,1.3%[50 µM],
C=C(C)COc1ccc2c(c1)CCC1C2CCC2(C)C(=O)C(=NO)CC12 (stereo not given),-6%,2%,-2.4%,
CCN1C[C@@H]2[C@@H]3C(=O)N(C)C(=O)[C@@H]3[C@](C)(C(=O)OC)N2C1=NC,4%,11%,0.3%,Dengue-2 NS5 capping pilot replicate=-0.3
CN(C)S(=O)(=O)c1ccc(NC(=O)COc2cccc3c2OC(C)(C)C3)cc1,-5%,5%,0.3%[50 µM],
Cc1cc(C)n2c(SCC(O)=C(C#N)c3nc4ccccc4[nH]3)nnc2n1,-18%,16%,4.7%,
COc1ccc(NS(=O)(=O)c2cc(NC(=O)c3cncc(Br)c3)ccc2OC)cc1,-1%,5%,-0.2%[50 µM],
COc1cc(O)c(C(C)=O)c2c1C=CC(C)(C)O2,0%,5%,5.3%,
O=C(O)CCc1ccc(S(=O)(=O)Nc2cc(C(F)(F)F)ccc2N2CCCC2)cc1,4%,8%,0.1%[50 µM],
CC(=O)N[C@H]1[C@H]([C@H](O)[C@H](O)CO)O[C@](O)(C(=O)O)C[C@@H]1O,1%,-2%,5.0%,
CC(=O)N1CCN(C(=O)c2cccc(S(=O)(=O)N3c4ccccc4CC3C)c2)CC1 (stereo not given),-6%,3%,-6.0%,
O=[N+]([O-])c1cccc(COc2cccc(CO)c2)c1,5%,9%,0.1%,
CCc1nc2ccccc2c(C(=O)OCC(=O)N(CCOC)c2c(N)n(Cc3ccccc3)c(=O)[nH]c2=O)c1C,-3%,3%,0.5%[50 µM],
O=C1[C@@H](Oc2ccccc2)[C@@H](c2ccccc2)N1c1ccccc1,-2%,7%,0.1%,Dengue-2 NS5 capping pilot replicate=2.1
CCCCn1c(N)c(N(C(=O)CSc2nnnn2-c2ccccc2C)C2CCCC2)c(=O)[nH]c1=O,0%,6%,2.4%[50 µM],
CN(Cc1ccccc1)c1ncnc2[nH]ncc12,3%,-5%,1.8%,
